Screening results from PubChem BioAssay.
GDH-TPI inh = GDH-TPI coupling enzyme inhibitors, primary screen, artefact control for M. tuberculosis FBA inhibitor project, biochemical, absorbance, full deck. GDH-TPI coupled enzyme counterscreen, NADH absorbance. 360,000 compounds, 1.2% hits. AID 588335, 2011. inhibition, % at 4.8 µM; in the data active = inhibition above about 30%;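 note: 0% = DMSO wells and 100% = wells lacking the enzyme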
UGM FP inh = M. tuberculosis UGM enzyme inhibitors, primary screen, biochemical, fluorescence polarization, single point; purified UGM, fluorescence polarization probe displacement; UDP-galactopyranose mutase (Mycobacterium tuberculosis (strain ATCC 25618 / H37Rv)), …; inhibition, % at 10 µM; 320,000 compounds, 0.06% hits; AID 504406, 2011; in the data active = inhibition above about 10%, passing the limit was not always enough; inconclusive = no clear call, values can overlap the other calls
Target sequence (P9WIQ1 whole entry, looked up): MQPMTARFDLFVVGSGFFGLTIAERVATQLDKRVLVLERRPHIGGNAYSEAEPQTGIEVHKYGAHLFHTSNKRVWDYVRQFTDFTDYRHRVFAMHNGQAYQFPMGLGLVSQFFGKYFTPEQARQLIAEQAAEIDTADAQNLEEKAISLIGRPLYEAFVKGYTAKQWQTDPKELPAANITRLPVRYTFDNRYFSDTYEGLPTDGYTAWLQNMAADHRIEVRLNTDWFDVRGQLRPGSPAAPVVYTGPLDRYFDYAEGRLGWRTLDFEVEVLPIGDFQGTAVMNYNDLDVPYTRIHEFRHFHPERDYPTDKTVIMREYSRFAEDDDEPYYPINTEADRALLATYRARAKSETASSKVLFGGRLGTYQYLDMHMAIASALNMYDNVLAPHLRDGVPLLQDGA
PrPC TRFRET = inhibitors of human cell surface prion protein PrPC, primary screen, cell-based, TR-FRET; TR-FRET read-out; Major prion protein (Homo sapiens), P04156; 370,000 compounds, 0.43% hits; inhibition, % at 13.8 µM; in the data active = inhibition above about 24%; note: 0% = median of the test wells and 100% = reference compound wells
FadD28 binding = inhibitors of FadD28 bisubstrate probe binding, primary screen, biochemical, fluorescence polarization, single point; inhibition, % at 12.5 µM; AID 588549, 2011; 360,000 compounds, 0.22% hits; Mycobacterium tuberculosis FadD28 fatty-acid-AMP ligase; in the data active = inhibition above about 8.5%, passing the limit was not always enough; inconclusive = no clear call, values can overlap the other calls
MazF activator = activators of E. coli MazEF toxin-antitoxin RNase, primary screen, biochemical, fluorescence, uHTS; AID 504720, 2011; activation, % at 20 µM; FAM/BHQ RNA-DNA oligo cleavage fluorescence, 5 h; Endoribonuclease toxin MazF (Escherichia coli (strain K12)), P0AE70; 350,000 compounds, 0.32% hits; in the data active = activation above about 50%
Target sequence (P0AE70 whole entry, looked up): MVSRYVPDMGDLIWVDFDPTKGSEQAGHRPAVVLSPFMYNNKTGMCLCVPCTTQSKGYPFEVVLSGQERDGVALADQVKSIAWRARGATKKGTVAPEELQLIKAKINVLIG
BoNT-F LC inh = BoNT/F light chain protease inhibitors, primary screen, biochemical, flow cytometry, MLPCN library; Botulinum neurotoxin type F light chain protease (Clostridium botulinum); 360,000 compounds, 0.22% hits; Multiplex microsphere protease cleavage assay; inhibition, % at 10 µM; in the data active = inhibition above about 35%, passing the limit was not always enough; inconclusive = no clear call, values can overlap the other calls; note: plate controls were buffer without enzyme for full effect and enzyme alone for no effect
Rv3671c inh = Rv3671c serine protease inhibitors, primary screen, biochemical, fluorescence polarization, M. tuberculosis H37Rv; inhibition, % at 5.96 µM; 320,000 compounds, 0.048% hits; P9WHR9; AID 2606, 2010; in the data active = inhibition above about 38%;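 note: extracellular domain of Rv3671c used as enzyme; 0% = enzyme with DMSO and 100% = no enzyme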
Target sequence (P9WHR9 whole entry, looked up, the tested form may be a part): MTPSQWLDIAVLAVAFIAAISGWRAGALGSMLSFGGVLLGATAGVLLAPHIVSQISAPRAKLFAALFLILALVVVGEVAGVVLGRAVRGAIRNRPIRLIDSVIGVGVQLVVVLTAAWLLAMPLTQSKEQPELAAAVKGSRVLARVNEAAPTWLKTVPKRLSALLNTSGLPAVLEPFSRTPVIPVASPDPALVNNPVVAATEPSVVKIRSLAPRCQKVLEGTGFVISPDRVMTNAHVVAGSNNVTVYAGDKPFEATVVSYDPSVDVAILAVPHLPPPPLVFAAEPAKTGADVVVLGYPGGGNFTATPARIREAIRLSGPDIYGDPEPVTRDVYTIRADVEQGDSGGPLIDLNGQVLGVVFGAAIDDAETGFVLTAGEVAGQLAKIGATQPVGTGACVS
Mtb FBA inh = Mtb FBA enzyme inhibitors, primary screen, biochemical, fluorescence, strain H37Rv; purified M. tuberculosis FBA, fluorescence read-out; 360,000 compounds, 2.3% hits; AID 588726, 2011; Fructose-bisphosphate aldolase (Mycobacterium tuberculosis (strain ATCC 25618 / H37Rv)), …; inhibition, % at 1 µM; in the data active = inhibition above about 27%;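 note: 0% = vehicle and 100% = reference inhibitor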
Mtb BioA inh = M. tuberculosis BioA enzyme inhibitors, primary screen, biochemical, plate reader, single point, HTS; 7,8-diaminopelargonic acid synthase BioA (Mycobacterium tuberculosis); purified M. tuberculosis BioA enzyme; inhibition, % at 9.99 µM; 360,000 compounds, 0.096% hits; in the data active = inhibition above about 40%; inconclusive = no clear call, values can overlap the other calls
The depositor's hits bear a star; u = inconclusive; x = no result given. This is a random part of the collection, and some 4.8% of all compounds hit somewhere here.

SMILES	GDH-TPI inh	UGM FP inh	PrPC TRFRET	FadD28 binding	MazF activator	BoNT-F LC inh	Rv3671c inh	Mtb FBA inh	Mtb BioA inh
CCOc1ccc(C(=O)NCC(C)CN(C)C)cc1OCC (stereo not given)	8.6	1.6	-1.4	-1.5	9.8	-16.2	-0.3	3.5	-2.4
CC(=O)c1ccc(N2CCN(C(=O)CCNC(=O)Cn3ccc4ccccc4c3=O)CC2)cc1	34.2*	2.1	-2.6	-2.3	5.4	0.9	-8.0	4.0	-3.9
Cc1ccc(C(=O)NC(N2CCCC2)C(Cl)(Cl)Cl)cc1 (stereo not given)	-1.9	1.3	4.0	-2.4	-12.3	1.6	-0.3	-2.4	-5.0
CC[N+]1(C)CCCC(OC(=O)C(O)(c2ccccc2)c2ccccc2)C1 (stereo not given)	-1.4	-1.7	-1.9	-1.0	2.2	-8.9	10.1	3.1	0.2
COc1cc(NC(=O)COC(=O)CSc2cc(C)ccc2C)c(C)cc1[N+](=O)[O-]	-2.8	-1.5	-6.9	-2.3	10.6	4.6	-6.7	-1.0	-1.0
CCOc1ccc2[nH]c3c(c2c1)CNCC3	-9.8	0.1	-10.4	-6.8	17.0	-113.2	-3.3	-3.4	6.4
C=CCn1c(=NC(=O)c2sc3ccccc3c2Cl)sc2cc(S(N)(=O)=O)ccc21	17.4	1.4	x	-2.9	25.0	8.4	-54.7	-0.6	-1.0
CCSc1nn2c(=O)c3ccccc3nc2s1	4.4	0.1	18.4	-2.8	3.2	1.2	-2.0	3.3	-0.1
O=C(N/N=C/C=C/c1ccccc1[N+](=O)[O-])c1ccncc1	5.4	-0.9	-17.5	-3.2	6.1	55.5*	-5.2	1.7	4.4
O=Cc1ccc(-n2cc(C=O)c3ccccc32)cc1	15.2	1.8	11.5	-0.1	2.0	1.6	1.4	-0.1	x
CC(=O)Cn1c(CN2CCCCC2)nc2ccccc2c1=O	0.3	0.1	11.1	-2.6	3.8	-3.5	-2.6	2.1	-2.0
N#Cc1ccc(C(=O)OCCCc2cc3ccccc3c(=O)o2)cc1	0.8	2.2	8.9	-0.3	1.2	-5.8	-4.6	0.3	0.8

Ordered by SMILES length (low to high): part of the list above.
SMILES	GDH-TPI inh	UGM FP inh	PrPC TRFRET	FadD28 binding	MazF activator	BoNT-F LC inh	Rv3671c inh	Mtb FBA inh	Mtb BioA inh
Cc1ccc(C(=O)NC(N2CCCC2)C(Cl)(Cl)Cl)cc1 (stereo not given)	-1.9	1.3	4.0	-2.4	-12.3	1.6	-0.3	-2.4	-5.0
N#Cc1ccc(C(=O)OCCCc2cc3ccccc3c(=O)o2)cc1	0.8	2.2	8.9	-0.3	1.2	-5.8	-4.6	0.3	0.8
CC[N+]1(C)CCCC(OC(=O)C(O)(c2ccccc2)c2ccccc2)C1 (stereo not given)	-1.4	-1.7	-1.9	-1.0	2.2	-8.9	10.1	3.1	0.2

Further results.
SMILES	GDH-TPI inh	UGM FP inh	PrPC TRFRET	FadD28 binding	MazF activator	BoNT-F LC inh	Rv3671c inh	Mtb FBA inh	Mtb BioA inh
Cc1cccc(C)c1OCC(=O)N/N=C/c1cccnc1	3.0	0.8	5.6	1.0	-9.7	9.0	0.2	2.8	x
CC1CCCCN1Cc1c[nH]c2ccccc12 (stereo not given)	-5.4	-0.8	4.6	-1.3	1.2	u	9.9	1.8	1.6
CC1=CC(=O)Nc2cncnc2N1	0.0	x	1.0	-0.4	8.5	4.2	x	0.6	-1.5
Cc1ccc(Cc2c(-c3ccccc3)nc3ccc(Cl)cn23)cc1	10.9	x	10.8	-5.3	0.2	-7.0	x	-2.1	-1.1
Cc1c(O)ccc(C(=O)CN2CCN(Cc3ccccc3)CC2)c1O	11.6	-0.6	11.2	-4.1	-10.3	0.0	13.2	-2.2	-0.2
C#CCOc1nc(OCC#C)nc(OCC#C)n1	5.6	-2.4	-2.0	-0.6	1.2	2.8	2.5	1.9	-0.5
COc1ccc(C=NNc2ccc(S(=O)(=O)Nc3ccccc3C(=O)O)cc2[N+](=O)[O-])c(OC)c1	17.6	2.8	x	31.7*	-14.2	-2.9	27.3	-5.1	16.7
COc1ccccc1/C=C/C=N/n1c(-c2ccco2)n[nH]c1=S	21.9	0.1	-1.6	-5.1	4.4	u	2.5	4.8	x
COc1cccc2cc(C(=O)NCC3CCCO3)c(=O)oc12 (stereo not given)	10.7	-0.4	4.0	-1.3	0.4	-5.2	-12.9	2.5	6.3
Oc1[nH]c2c(Cl)cc(Cl)cc2c1N=NC(=S)NCC1CCCO1 (stereo not given)	11.0	4.5	-0.1	-4.5	4.2	-8.2	4.5	-5.0	x
C=CCN1CC(O)=C(c2ccccc2)C1=N	0.9	2.8	-6.2	-2.0	-6.8	-0.4	0.9	0.2	-1.1
Cc1[nH]nc2c1C(c1ccsc1)C(C#N)=C(N)O2 (stereo not given)	6.3	-2.4	1.4	-2.9	8.7	4.0	4.1	-2.4	-0.8
COC(=O)N(NC(=O)C(O)(C(C)C)C(C)C)c1ccccc1	-1.1	-2.2	-5.7	0.5	9.6	u	2.3	2.5	x
CCOC(=O)c1cnn(CCOC(=O)c2ccc(OC)cc2)c1NC(=O)c1ccc(OC)cc1	6.7	-0.4	2.9	-1.1	0.7	0.9	-2.5	0.1	-1.4
Cc1ccc(NC(=O)C2C(c3ccccc3)C2(Cl)Cl)c(C)c1 (stereo not given)	-8.5	-4.0	13.6	-4.8	6.7	-6.5	-14.1	1.6	-1.3
CCCn1c(SC(C)C(=O)NC2CCCC(C)C2C)n[nH]c1=O (stereo not given)	10.7	x	-5.5	-0.2	-1.1	3.9	x	4.1	0.4
Cc1ccc(S(=O)(=O)N(C)c2ccccc2C(=O)Nc2c(F)cccc2F)cc1	1.5	1.3	3.5	0.5	-0.5	11.3	-0.6	-0.2	-0.1
Cc1ccc(N(CC(=O)N2CCCCCC2)S(C)(=O)=O)cc1Cl	-4.1	1.2	12.9	-1.4	9.5	u	3.9	-1.8	0.0
S=c1[nH]nc(-c2cc(-c3ccccc3)n[nH]2)n1/N=C/c1ccc(Br)s1	2.4	1.5	-14.9	-4.1	-14.6	u	-2.5	-8.5	x
COc1ccc(C(=O)NN)cc1COc1ccc(Br)cc1	-6.6	3.2	-2.3	-6.5	-0.6	-4.4	-8.9	-2.3	-2.9
COc1ccc(-c2ccc3c(c2)[C@@H]2C[C@H](N(C)C(=O)C(C)(C)C)[C@H]([C@H](C)O)C(=O)N2CC3)cc1	-7.3	x	-6.6	-2.3	5.9	-6.5	x	1.0	0.1
CNCC(O)CN1CCN(c2ccccc2OC)CC1 (stereo not given)	3.0	-0.5	6.7	-0.5	4.3	-11.5	8.8	-1.8	x
O=C(Oc1ccc(-c2nnco2)cc1)c1ccco1	-7.2	2.0	0.3	0.5	-10.8	u	0.6	-1.1	0.4
Cc1ccc(OCC(O)CN2CCCC2)cc1 (stereo not given)	-0.8	-2.0	5.8	-3.9	3.2	-1.5	2.8	1.6	-3.4
Cc1nc(SCc2nc3ccccc3[nH]2)c2oc3cc([N+](=O)[O-])ccc3c2n1	19.7	-2.3	-6.3	-3.4	-11.2	0.3	-2.1	0.8	0.2
COc1ccc(OC(C)C(=O)N2CC(C)OC(C)C2)cc1 (stereo not given)	-13.9	2.6	2.6	-4.2	-2.3	-1.4	2.0	-1.6	0.6
Cc1ccc(CNC(=O)CSCc2ccccc2F)cc1	-0.6	-1.4	-0.8	-4.7	-8.5	-6.5	-3.7	1.0	x
CC(C)(C)c1ccc(C(=O)NCCC(=O)NCc2cccs2)cc1	4.3	-0.4	4.4	-0.1	-4.2	3.7	3.2	-2.1	2.1
Cc1ccccc1CS(=O)(=O)Cc1ccc(C(=O)NCCCN2CC(C)CC(C)C2)o1 (stereo not given)	4.9	-1.0	0.5	-3.6	6.5	-2.8	0.7	-1.6	-2.3
Cn1cccc1C(C#N)c1cccc(F)c1C#N (stereo not given)	-2.9	-0.2	-1.7	-3.7	-0.4	-7.6	6.7	0.5	x
CCOc1nc(NCCO)nc(Nc2cc(Cl)ccc2OC)n1	5.2	-0.6	6.1	0.5	1.1	0.4	11.3	0.8	x
O=C(NCCc1cn2ccsc2n1)C1CCCCC1	5.8	0.1	11.1	-4.2	15.9	-10.4	4.1	-2.2	-0.4
Cc1ccc(NS(=O)(=O)c2ccc3[nH]c(=O)[nH]c3c2)c(C)c1	1.9	-1.1	-4.8	0.3	8.3	-1.9	-6.9	3.4	-3.4
Cc1ccc(S(=O)(=O)Nc2ccccc2CNc2ncc(Br)cc2Br)cc1	-2.2	-0.7	-3.8	-3.6	-4.9	-5.7	-29.8	1.0	-1.0
CCCN(CC(=O)Nc1ccccc1C)C(=O)c1ccc(-c2ccc(C(C)=O)cc2)o1	31.3*	-2.2	x	-0.7	1.0	u	0.6	73.2*	19.9
O=C(CC12CC3CC(CC(C3)C1)C2)NCc1ccc(F)cc1	7.7	0.7	9.7	-0.5	2.8	2.8	-4.8	4.0	-1.8

Copied from the list.
COc1ccc(OC(C)C(=O)N2CC(C)OC(C)C2)cc1 (stereo not given) in UGM FP inh → 2.6
CCCN(CC(=O)Nc1ccccc1C)C(=O)c1ccc(-c2ccc(C(C)=O)cc2)o1 in GDH-TPI inh → 31.3*
CCOc1nc(NCCO)nc(Nc2cc(Cl)ccc2OC)n1 in Mtb FBA inh → 0.8

Continuation:
SMILES	GDH-TPI inh	UGM FP inh	PrPC TRFRET	FadD28 binding	MazF activator	BoNT-F LC inh	Rv3671c inh	Mtb FBA inh	Mtb BioA inh
O=C(CSc1ncccn1)NN=C1CCCCCCC1	-10.6	-1.6	-0.1	-5.0	3.7	-6.5	-4.5	-2.1	35.2
CCC1NC(=S)NC(C)=C1C(=O)c1ccccc1 (stereo not given)	13.6	4.9	-1.0	-0.1	0.0	1.9	1.1	-1.5	-1.1
COC(=O)C1=C(C)NC=C([N+](=O)[O-])C1c1ccc(OC)cc1 (stereo not given)	6.9	1.7	-30.2	-8.8	-1.0	-2.8	-15.3	-14.6	2.0
CCc1[nH]nc2c1C1(CCOC1C)C(C#N)=C(N)O2 (stereo not given)	1.3	1.3	0.8	0.0	1.5	17.9	-2.9	-0.1	-2.1
COc1ccc(CCC(=O)N2CCN(S(=O)(=O)c3ccc(OC)c([N+](=O)[O-])c3)CC2)cc1	0.0	x	-12.2	0.3	-5.6	5.0	x	1.9	0.7
Cc1cccc(NC(=O)c2ccc3nc(N4CCOCC4)sc3c2)c1C	-11.1	-0.3	5.0	0.0	4.8	-15.7	-6.1	-0.1	0.2
CC[C@]12c3[nH]c4ccccc4c3CCN1C(=O)C(CC(=O)NCc1ccco1)C[C@@H]2C(=O)N1CCN(C(=O)c2ccco2)CC1 (stereo not given in full)	-7.3	-1.3	-6.1	-0.4	6.5	1.6	5.7	0.0	0.4
O=c1[nH]c2ccc(S(=O)(=O)NCCO)cc2[nH]1	-3.1	1.1	4.4	-0.9	7.6	2.9	8.8	0.0	x
Cc1ccc2sc(N(CCCN(C)C)C(=O)c3ccc(Br)s3)nc2c1C	9.1	-0.1	13.2	-0.3	18.0	-7.8	5.6	0.5	-3.2
O=C(O)c1cccc2c1C(=O)N(c1ccc3c(c1)Cc1ccccc1-3)C2=O	-1.4	x	-8.7	-2.9	-33.9	-2.9	x	-0.6	-0.4
COc1cccc(O)c1CN1CCC(C(=O)Nc2ccc(Oc3cccnc3)cc2)CC1	13.9	3.9	-15.0	1.2	-7.7	-5.2	6.9	3.1	-5.1
CCN(CC)CCN1C(=O)c2oc3ccccc3c(=O)c2C1c1ccc(F)cc1 (stereo not given)	2.8	-0.1	0.0	-1.9	12.9	-2.9	6.5	-0.6	7.2
